# Bioassay records: PubChem BioAssay, NMMLSC
# Myeloid diff MLP: compounds promoting myeloid differentiation. actives 1% (n = 360,000). calls only at 10 µM. ER-HoxA9 myeloid progenitors, lysozyme-GFP differentiation, flow cytometry;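 active means normalized GFP-positive differentiation at or above the plate's own cutoff, the solvent-only control mean plus 3 SD; inconclusive means no clear call, values can overlap the other calls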;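 further: cells exposed to compound for four days before flow analysis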
# Myeloid diff MLP GFP+ MAC1+ %: also measured in Myeloid diff MLP; calls as there; GFP+ MAC1+ double positive, %; measured here: differentiation confirmed by MAC1 staining
# Starred values were filed as active, the others as inactive; i = inactive; ? = inconclusive; . = not tested or not shown. A portion of the library, so the mix of outcomes need not match the whole.
SMILES,Myeloid diff MLP,Myeloid diff MLP GFP+ MAC1+ %
CC(=O)Nc1ccc(NC(=O)C(C)OC(=O)c2ccc(S(=O)(=O)N3CCCCC3)cc2)cc1 (stereo not given),i,0.9
Cc1ccc(S(=O)(=O)N2C[C@H]3N(C(=O)OC(C)C)N(C(=O)OC(C)C)C[C@H](OC(=O)Nc4c(C)noc4C)[C@@]3(O)C2)cc1,i,0.9
CCCCN(C(=O)c1cc(S(=O)(=O)N2CCOCC2)ccc1N1CCOCC1)c1ccccc1,i,1.3
CCCNC(=O)C1(C)CCCN(Cc2ccc(-c3ccccc3)cc2)C1 (stereo not given),i,3.1
CC1CCCCC12NC(=O)N(CC(=O)Nc1ccc(S(=O)(=O)Nc3ncccn3)cc1)C2=O (stereo not given),i,0.6
COc1ccc(CC(N)c2csc(NC(=O)c3cccs3)n2)cc1 (stereo not given),i,0.2
Cc1ccc(S(=O)(=O)N2[C@@H](CCO)OC[C@H]2C(C)C)cc1,i,1.5
CN1OC[C@@H]2CN(S(=O)(=O)c3ccccc3)[C@H](c3ccc(-n4ccnc4)cc3)C[C@@H]21,i,0.3
Nc1cc2cccnc2cc1Cl,i,2.2
O=C(Nc1ccn(CCCN2CCN(c3ccccn3)CC2)c(=O)n1)OCc1ccccc1,i,0.3
CC(=O)c1ccc(N2CCN(C(=O)c3ccc4[nH]c(C)c(C)c4c3)CC2)cc1,i,0.6
CS(=O)(=O)c1ccc(Cl)c(NC(=O)COC(=O)c2ccc(S(=O)(=O)N3CCCC3)cc2)c1,i,1.2
COc1ccc(NC(=O)C(c2ccc(C(F)(F)F)cc2)n2c(=O)c(-c3ccco3)nc3ccccc32)cc1 (stereo not given),i,4.2
CC(C)n1cnnc1SCC(=O)NCC(=O)Nc1ccc(F)cc1,i,0.8
Cc1ccnc(NC(=O)c2cccc(S(=O)(=O)Nc3ccc(C)cc3C)c2)c1,i,1.1

# Ordered by SMILES length (highest first): part of the list above.
SMILES,Myeloid diff MLP,Myeloid diff MLP GFP+ MAC1+ %
Cc1ccc(S(=O)(=O)N2C[C@H]3N(C(=O)OC(C)C)N(C(=O)OC(C)C)C[C@H](OC(=O)Nc4c(C)noc4C)[C@@]3(O)C2)cc1,i,0.9
CS(=O)(=O)c1ccc(Cl)c(NC(=O)COC(=O)c2ccc(S(=O)(=O)N3CCCC3)cc2)c1,i,1.2
CC(=O)c1ccc(N2CCN(C(=O)c3ccc4[nH]c(C)c(C)c4c3)CC2)cc1,i,0.6
Nc1cc2cccnc2cc1Cl,i,2.2

# The list continues.
SMILES,Myeloid diff MLP,Myeloid diff MLP GFP+ MAC1+ %
COc1cc(-c2cc(=O)c3c(C)cc(O)cc3o2)cc(OC)c1OC,i,0.4
COC(=O)c1c(-c2ccccc2)noc1-c1ccccc1,i,0.4
CC1CC(C)(C)CC2(C1)NC(=O)N(CC(=O)N1CCN(S(=O)(=O)c3cccc(F)c3)CC1)C2=O (stereo not given),i,1.0
Cc1c(N)cccc1Cl,i,1.3
NC(=S)NN=C1CCSCC1,i,1.7
CCc1nc2c(OCC(=O)c3ccc(Cl)cc3Cl)cccn2c1N(C)C(=O)c1cccs1,i,0.5
CC(=O)Nc1cccc(-c2nc3ccccc3n2C(C)C(=O)NC(C)(C)C)c1 (stereo not given),i,1.0
C[C@@H]1CN([C@H](C)CO)C(=O)CCCn2cc(nn2)CO[C@H]1CN(C)S(=O)(=O)c1cccc(C#N)c1,i,0.6
C=CCC[C@@H](Cc1ccc(F)cc1)C(=O)OCCNC(=O)[C@@H](CC=C)CC(=O)N[C@H](CO)Cc1ccccc1,i,1.0
CC(C)N1CCC(C)(C(=O)Nc2cccc3c2CCCC3)C1 (stereo not given),i,0.4
Cc1cc(C(=O)CCC(=O)N(C)CC(=O)Nc2ccc(OC(F)(F)F)cc2)c(C)s1,i,0.0
COc1ccc(NC(=O)C2(C)Cc3c(-c4ccc(C(N)=O)cc4)ccnc3O2)cc1 (stereo not given),i,1.1
COc1ccc(C2CCCCC2SCC(=O)O)cc1OC (stereo not given),i,0.5
CC(=O)C1N=NCC1c1ccccc1 (stereo not given),i,1.8
Cc1ccc(S(=O)(=O)CCC(=O)OCC(=O)N(C)c2ccccc2)cc1,i,0.1

# Reprinted at random: four entries already listed, in no set order.
SMILES,Myeloid diff MLP,Myeloid diff MLP GFP+ MAC1+ %
CC(=O)C1N=NCC1c1ccccc1 (stereo not given),i,1.8
NC(=S)NN=C1CCSCC1,i,1.7
Cc1c(N)cccc1Cl,i,1.3
C=CCC[C@@H](Cc1ccc(F)cc1)C(=O)OCCNC(=O)[C@@H](CC=C)CC(=O)N[C@H](CO)Cc1ccccc1,i,1.0

# The main list resumes with the two entries that preceded the break.
SMILES,Myeloid diff MLP,Myeloid diff MLP GFP+ MAC1+ %
CC(=O)C1N=NCC1c1ccccc1 (stereo not given),i,1.8
Cc1ccc(S(=O)(=O)CCC(=O)OCC(=O)N(C)c2ccccc2)cc1,i,0.1
CC(NC(=O)c1ccco1)C(=O)N1CC=C(c2ccccc2)CC1 (stereo not given),i,1.1
COc1cccc(CCN2C(=O)CCC3=C2CCC3=O)c1,i,0.6
CSc1ncccc1C(=O)OCC(=O)NCCc1ccccc1,i,1.2
Brc1ccc(-c2ccccc2)cc1,i,1.8
C=CC[C@@H](CC(=O)N[C@H](CO)Cc1ccccc1)C(=O)NC[C@H](OC(=O)[C@@H](CC=C)Cc1ccc(F)cc1)c1ccccc1,?,.
CCc1ccc(OCCNc2cc(N3CCNC(C)C3)ccc2[N+](=O)[O-])cc1 (stereo not given),i,1.5
COc1ccc(Cl)cc1NC(=O)COc1ccc2c(c1)OCO2,i,1.6
Cc1ccc(S(=O)(=O)N2[C@H](CC(=O)c3ccc(Cl)c(Cl)c3)OC[C@@H]2C(C)C)cc1,i,3.3
NC(c1csc(Nc2ncccn2)n1)c1ccccc1Cl (stereo not given),i,0.8
Cc1nc2cc(-c3ccccc3)nn2c(N)c1-c1ccccc1,i,0.7
O=[N+]([O-])c1ccc(CSCc2ccc([N+](=O)[O-])cc2)cc1,i,0.6
CC(O)(c1cccnc1)c1nc(-c2cccc3cccnc23)cs1 (stereo not given),i,0.6
CN(CC1COc2ccccc2O1)C(=O)c1ccc(Cl)c(S(=O)(=O)N2CCCCCC2)c1 (stereo not given),i,1.4
Cc1ccc(C(=O)OCC(=O)NCCc2ccccc2)cc1C,i,0.2
COc1cccc(CN(C)C(=O)C2CCCN(C(=O)c3ccc(Cl)cc3)C2)c1 (stereo not given),i,2.1
O=C1CC2c3ccccc3CCN2C(=O)CN1Cc1ccccc1 (stereo not given),i,0.5
CCn1nnc2cc(C(=O)OCC(=O)N(C)Cc3cccc(F)c3)ccc21,i,1.3
CCC(CCNC(=O)c1ccccc1)(CCNC(=O)c1ccccc1)[N+](=O)[O-],i,1.1
COC(=O)[C@@]1(Cc2ccccc2)[C@H]2C(=O)N(Cc3ccccc3)C(=O)[C@H]2[C@H]2CN=C(SCc3ccc(C#N)cc3)N21,i,0.5
OC(Cc1ccccc1Br)c1ncc(-c2ccc(Cl)cc2)[nH]1 (stereo not given),i,1.1
O=C(CNCc1ccccc1Cl)Nc1cc(S(=O)(=O)N2CCOCC2)ccc1Cl,i,0.5
CC(C)C[C@H]1CNC(=O)C(=O)N1C[C@@H]1CCCN1C[C@H](Cc1ccccc1)N1C[C@H](Cc2ccccc2)N(CCc2ccccc2)C(=O)C1=O,i,1.6
OC(c1cccc(CN2CCCCC2)c1)c1ncc(-c2cccc3ccccc23)[nH]1 (stereo not given),i,1.2
CC(C)OCc1ccc(C(=O)N2CCN(S(=O)(=O)c3ccc(Br)s3)CC2)cc1,i,1.7
COc1ccc(CCN(C)C(=O)CCNS(=O)(=O)c2ccccc2C(F)(F)F)cc1OC,i,0.2
COc1ccc(-c2ccc(CN3C(CC(C)C)C(=O)N(Cc4cn(CC5CCCCC5)nn4)CCS3(=O)=O)cc2)cn1 (stereo not given),i,0.9
COc1ccc(CNS(=O)(=O)c2ccc(N3CCCC3)cc2Br)cc1,i,3.6
O=C1NC(Cc2ccccc2)c2nc3cc(F)c(F)cc3c(=O)n2-c2cc3ccccc3cc21 (stereo not given),i,0.7
O=[N+]([O-])c1ccccc1S(=O)c1ccccc1[N+](=O)[O-],?,.
COc1ccccc1CNC(=O)COC(=O)c1ccc2c(=O)n3c(nc2c1)CCCCC3,i,1.1
Cc1cc(=O)oc2cc(NC(=O)C(C)N3C(=O)C4CCCCC4C3=O)ccc12 (stereo not given),i,0.5
CCn1nc(C(=O)Nc2cccc(S(=O)(=O)N3CCCC3)c2)c2ccccc2c1=O,i,0.7
COc1cccc(Nc2ncnc3ccc(Br)cc23)c1,i,1.7
CC(O)(c1ccc(F)c(F)c1)c1nc(-c2ccncc2)cs1 (stereo not given),i,2.0
CCN(CC(=O)Nc1c(F)cccc1F)C(=O)c1cccc(-n2cnnn2)c1,i,0.1
O=C(COc1ccc(Cl)cc1Cl)Nc1ccccc1F,i,0.9
C=CCn1c(SCC(=O)NC(=O)Cc2ccccc2)nc2ccccc2c1=O,i,0.7
CC(C)NC(=O)CSc1ccccc1C(=O)N1CCN(S(=O)(=O)Cc2ccccc2)CC1,i,0.8
CC(C)C[C@@H](CN1CCC[C@@H]1CN1C(=O)C(=O)NC[C@@H]1Cc1ccccc1)N1C[C@H](Cc2ccc(O)cc2)N(CCc2ccccc2)C(=O)C1=O,i,1.6
O=C1CC(N2CCN(S(=O)(=O)c3ccccc3F)CC2)C(=O)N1c1ccccc1F (stereo not given),i,0.7
NC1=NC(c2ccccc2)CC(=O)N1 (stereo not given),i,1.5
CCN(C(=O)CSc1nnc(COc2ccccc2F)n1N)c1c(N)n(Cc2ccccc2)c(=O)[nH]c1=O,i,0.4
CC(Sc1ncn[nH]1)C(=O)Nc1cc(C(F)(F)F)ccc1Cl (stereo not given),i,0.5
O=C1c2ccccc2C(=O)N1CC(O)COc1cccc2ccccc12 (stereo not given),i,1.2
Cc1ccccc1-c1csc(C(O)c2cccc(Cl)c2)n1 (stereo not given),i,0.8
C[C@H](c1ccccc1)N1C[C@H](COCc2ccccc2)Oc2cc(N3CCC[C@H]3C(N)=O)ccc2S1(=O)=O,i,1.1
CC(C)C1C(=O)N(Cc2cn(CCC3OCCCO3)nn2)CCS(=O)(=O)N1Cc1ccc(-c2ccc(Cl)cc2)cc1 (stereo not given),?,.
COc1ccc(-n2nnnc2C2(C)CCC(=O)N2Cc2ccccc2)cc1 (stereo not given),i,1.5
CN(C)c1ccc(S(=O)(=O)N2CCC(Cc3ccccc3)CC2)cn1,i,0.4
O=C(O)c1cc(N2C(=O)C=CC2=O)cc(N2C(=O)C=CC2=O)c1,i,1.7
CC(C)CC(N)c1csc(Nc2cc(Oc3ccccc3)ncn2)n1 (stereo not given),i,0.8
O=C(Cn1cc(-c2ccccn2)nn1)NS(=O)(=O)c1cccc(OC(F)F)c1,i,0.7
Cc1cc(C)nc(NS(=O)(=O)c2ccc(NC(=O)c3ccccc3Br)cc2)n1,i,1.0
CC(=O)c1cccc(NC(=O)c2cc(=O)[nH]c3ccc(S(=O)(=O)N4CCOCC4)cc23)c1,i,1.8
O=Cc1cc(OCc2ccccc2)ccc1[B-](F)(F)F,i,0.0
CCN(CC)C(=O)C1=C(C)N(CCCOC)C(=O)C(CC(=O)NC2CC2)C1 (stereo not given),i,0.5
CCCNC(=O)c1cc2c(c(-c3cccc(-c4ccccc4F)c3)n1)[C@H](CCO)N(C(=O)CC1CC1)C2,i,0.6
Cc1cc(OCC(=O)OCC(=O)c2c(N)n(C)c(=O)n(C)c2=O)ccc1Cl,i,0.8
CC(=O)Nc1ccc(-c2ccnc3c2CC(C)(C(=O)Nc2ccc(C(C)C)cc2)O3)cc1 (stereo not given),i,0.5
CCOC(=O)C1=C(COC(=O)CCC(=O)c2ccc(C)cc2)NC(=O)NC1C (stereo not given),i,0.6

# Later entries:
SMILES,Myeloid diff MLP,Myeloid diff MLP GFP+ MAC1+ %
CCCNC(=O)C1(C)CCN(C(=O)COc2ccc(C(C)(C)C)cc2)C1 (stereo not given),i,1.7
N#CC1(NC(=O)Cn2cc(C(F)(F)F)ccc2=O)CCCC1,i,0.7
O=S(=O)(NCCOc1ccccc1F)c1ccc(Cl)cc1F,i,1.1
CC(Sc1nnc2n1CCCCC2)C(=O)Nc1ccccc1[N+](=O)[O-] (stereo not given),i,1.4
CC1(C2CC2)NC(=O)N(CC(=O)N2CCN(S(=O)(=O)c3ccc(F)c(F)c3)CC2)C1=O (stereo not given),i,0.7
Cc1cc(NC(=O)COc2ccc3ccccc3c2Br)no1,i,1.1
Cc1ccc(OCCCCCCN2CCNCC2)c(Br)c1,i,0.5
COC(=O)c1ccc(CNC(=O)C2CCC(=O)N(CCc3ccccn3)C2)cc1 (stereo not given),i,0.9
COc1cccc(CNC(=O)COC(=O)c2ccc(Cl)s2)c1,i,1.1
Cn1c(O)c(N=NC(=O)Cc2c[nH]c3ccccc23)c2ccccc21,i,1.2
CC1(NC(=O)/C=C/c2nc3ccccc3s2)CCS(=O)(=O)C1 (stereo not given),i,2.0
CCSc1nnc(NC(=O)c2ccc(F)c(S(=O)(=O)N3CCOCC3)c2)s1,i,1.4
O=C(c1ccc(C(F)(F)F)cc1)N1CCC(=O)N([C@H](COCc2ccccc2)Cc2ccccc2)CC1,i,0.6
O=C(COc1ccc(Cl)cc1)OCC(=O)N1CCOCC1,i,0.3
COc1ccc(/C=C/C(=O)OCC(=O)NCc2ccccc2Cl)cc1OC,i,1.0
CSc1ccc(CN2CCC2(C)C(=O)Nc2cccc(Oc3ccccc3)c2)cc1 (stereo not given),i,0.9
O=C(COC(=O)c1ccc(F)cc1Cl)NC(=O)NC1CCCC1,i,0.2
CCC(=O)c1ccc(OCC(=O)Nc2nc(C)cs2)cc1,i,0.6
